KKLEB tox – counter-screen for CF NF-kB inhibitors: cytotoxicity | 360,000 tested, 0.36% active | AID 602141 | KKLEB CF airway cells viability, ATPlite luminescence, overnight; stronger effect = lower value; cells stimulated with P. aeruginosa culture filtrate | activity change (cytotoxicity), % at 5 µM;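 active = corrected activity change at or below -50% at 5 µM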
Vif inh – inhibitors of HIV Vif | inhibition, % at 7.49 µM | 340,000 tested, 0.35% active | HEK293T cells, Vif self-association by quenched fluorescence, imaging, 24 h; in the data active = inhibition above about 50%, passing the limit was not always enough; also: some results filed as inactive read as strong as hits
NR2E3 ag-1 – agonists of human nuclear receptor NR2E3 | inhibition of corepressor binding, % at 4.78 µM | 320,000 tested, 0.12% active | AID 2300 | Q9Y5X4 | GST-NR2E3/biotin-RetCOR TR-FRET, 1536-well;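 active = percent inhibition above the cutoff of mean plus 3 SD of all tested compounds, set per screening campaign, cut at about 20% in these data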;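 also: 0% = DMSO wells and 100% = biotin wells as full block of FRET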
Target sequence (Q9Y5X4 whole entry, looked up): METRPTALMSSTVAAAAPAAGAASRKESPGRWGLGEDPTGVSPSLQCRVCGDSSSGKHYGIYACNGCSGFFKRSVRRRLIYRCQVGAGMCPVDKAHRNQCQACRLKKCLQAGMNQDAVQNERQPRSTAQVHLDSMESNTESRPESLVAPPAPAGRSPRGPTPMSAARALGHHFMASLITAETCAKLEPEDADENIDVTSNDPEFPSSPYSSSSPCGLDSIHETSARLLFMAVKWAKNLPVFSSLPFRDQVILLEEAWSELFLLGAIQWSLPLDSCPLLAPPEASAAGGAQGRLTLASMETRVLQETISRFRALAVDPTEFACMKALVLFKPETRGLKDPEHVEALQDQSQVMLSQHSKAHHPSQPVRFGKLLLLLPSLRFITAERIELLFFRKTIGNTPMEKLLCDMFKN
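system = GST-tagged NR2E3 plus biotinylated RetCOR corepressor | input = 1.35 nM GST-NR2E3 | also added = 7 nM biotin-RetCOR | schedule = 5 h incubation at 4 °C | measured by = TR-FRET with europium anti-GST and streptavidin-D2, 340 nm excitation | read-out = percent loss of FRET ratio relative to control wells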
MITF TRPM1 inh – MITF TRPM1 promoter inhibition in SK-MEL-5 cells. SK-MEL-5 TRPM1 promoter luciferase, 24 h. AID 488899. 330,000 tested, 0.83% active. inhibition, % at 12.5 µM;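 active = mean inhibition across replicates of 60% or more, whatever share of single replicates reaches that level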; also: values of inactives mirror those of a sister screen read the other way
HIF-2a block – HIF-2a inhibition; 786-0 RCC cells HIF-2a reporter, luciferase luminescence, overnight; inhibition, % at 18.8 µM; AID 624352; 360,000 tested, 0.72% active;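 active = inhibition of the luminescence signal of 40% or more relative to plate controls, in a single-dose primary screen at 18.75 µM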
PDI inh – blocks human protein disulfide isomerase activity | P07237 | PDI insulin aggregation turbidity, A650, 90 min | inhibition, % at 10 µM | 350,000 tested, 0.052% active | AID 588391;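 active = mean inhibition across replicates of 30% or more, whatever share of single replicates reach that level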;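 also: absorbance from insulin aggregation driven by PDI reduction with DTT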
Target sequence (P07237 whole entry, looked up): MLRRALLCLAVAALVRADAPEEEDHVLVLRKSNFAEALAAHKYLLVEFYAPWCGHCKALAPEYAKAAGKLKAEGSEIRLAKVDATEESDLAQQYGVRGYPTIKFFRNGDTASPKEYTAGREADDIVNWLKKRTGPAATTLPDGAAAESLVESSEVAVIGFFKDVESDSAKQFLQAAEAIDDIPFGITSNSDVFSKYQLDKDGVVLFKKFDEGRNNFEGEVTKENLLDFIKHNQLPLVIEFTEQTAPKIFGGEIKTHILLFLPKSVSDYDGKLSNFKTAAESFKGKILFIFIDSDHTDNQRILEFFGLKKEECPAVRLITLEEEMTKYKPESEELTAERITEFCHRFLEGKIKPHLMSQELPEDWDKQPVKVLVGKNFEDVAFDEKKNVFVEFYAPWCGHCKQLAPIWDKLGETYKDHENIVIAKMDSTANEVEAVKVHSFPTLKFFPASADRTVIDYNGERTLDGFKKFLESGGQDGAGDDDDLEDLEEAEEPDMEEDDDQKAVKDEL
CaV13 FRET inh – Disruptors of the CACNA1D IQ motif to Ca2+-dependent inactivation inhibitor domain association, primary screening, Förster resonance energy transfer in intact living … | HEK cells, CFP/YFP FRET ICDI-IQ, plate reader, 10 min; percent FRET-ratio fall versus neutral wells | inhibition, % at 12.3 µM | 340,000 tested, 0.098% active;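 active = mean replicate inhibition of at least 30% and at least 1% of replicates passing that level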;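 also: 0% = median of the neutral control wells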
Peg3 promoter – inhibitors of Peg3 promoter; HeLa PEG-Prom luciferase reporter, luminescence, overnight; inhibition, % at 20 µM; 360,000 tested, 1.7% active; AID 588405;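 active = inhibition of at least 50% at 20 µM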
CF NFkB inh – inhibitors of cystic fibrosis induced NF-kB | inhibition, % at 5 µM | 360,000 tested, 0.86% active | KKLEB NF-kB-GFP reporter, PAF-induced, GFP fluorescence overnight;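 active = at least 50% inhibition at 5 µM, scaled per plate between neutral and stimulator controls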;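 also: PAF is a Pseudomonas aeruginosa culture filtrate used as stimulus; plate controls were PAF-stimulated DMSO wells for no effect and unstimulated DMSO wells for full effect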
Shn3 3UTR inh – inhibitors of Schnurri-3 3'UTR reporter in osteoblasts. inhibition, % at 12.5 µM. Clone20 osteoblast Shn3 3'UTR firefly luciferase, 24 h. AID 588674. 360,000 tested, 0.52% active;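 active = mean inhibition of at least 75% with every replicate also reaching 75%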;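 also: 0% = median of neutral control wells and 100% = pilot-screen positive control compound; some compounds past the cut are filed as inactive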
NR2E3 ag-2 – agonists of human NR2E3 nuclear receptor; Q9Y5X4; CHO-S Gal4-NCOR/VP16-NR2E3 two-hybrid, luciferase; inhibition of corepressor binding, % at 3.98 µM; 360,000 tested, 0.35% active; AID 602229;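 active = inhibition above the mean of all tested compounds plus 3 SD, cut at about 70% in these data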;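 also: 0% = DMSO with NR2E3 transfected cells and 100% = cells lacking NR2E3 construct; higher means lower luciferase signal from less NR2E3 corepressor binding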
Numbers without * were called inactive; nt = no result given. This is a random part of the collection; about 3.3% have a hit in one of these screens.

#	SMILES	KKLEB tox	Vif inh	NR2E3 ag-1	MITF TRPM1 inh	HIF-2a block	PDI inh	CaV13 FRET inh	Peg3 promoter	CF NFkB inh	Shn3 3UTR inh	NR2E3 ag-2
1	CCOC(=O)c1cc(NC(=O)Nc2nccs2)c(C)nc1C	22	3	-2	-3	9	15	-7	8	-11	5	-9
2	O=C(Nc1ccc(F)cc1F)c1cc(Cl)sc1Cl	-2	-2	-3	-18	-128	0	-3	-74	10	-35	-4
3	CC(OC(=O)C1CCN(S(=O)(=O)c2ccccc2)CC1)C(=O)Nc1ncc(Cl)cc1Cl (configuration not stated)	-4	-9	1	1	4	1	-5	-15	2	-11	-9
4	COc1ccc(N2CCN(S(=O)(=O)c3ccc(-n4cnnn4)c(C)c3)CC2)cc1	2	-5	0	-11	7	14	-3	8	-10	-6	-18
5	CCCCOC(=O)c1[nH]c2c(c1C)C(=O)CC(c1cc(OC)c(OC)c(OC)c1)C2 (configuration not stated)	-7	-4	1	nt	8	nt	-4	21	3	82*	89*
6	CCOC(=O)c1oc2cc(O)cc(C)c2c(=O)c1-c1cscn1	-4	1	4	2	-10	7	-1	-5	-12	-9	-10
7	CCOC(=O)Cc1csc(NC(=O)CCNS(=O)(=O)c2ccc3c(c2)CCC(=O)N3)n1	1	-2	0	-2	12	2	nt	3	3	10	-32
8	C/C=C(\C)C(=O)NCCN1C2=NC[C@@H](C)N2C[C@H]1Cc1ccc(O)cc1	0	-2	5	6	-15	2	-12	-24	-14	20	-11
9	N#CNC1=NCN(Cc2ccccc2)CN1	-1	5	4	7	14	-5	-7	7	8	18	-10
10	COc1cccc(C(=O)N2N=C(c3cccc(OC)c3)CC2(O)C(F)(F)F)c1 (configuration not stated)	4	-5	2	5	18	-2	-5	6	-4	7	-11
11	CCOC(=O)N1CCN(C(=O)CCNS(=O)(=O)c2cc(Br)cnc2N)CC1	-3	-1	-4	-4	14	-1	-5	4	8	-7	-16
12	O=C(Nc1ccc(S(=O)(=O)N2CCCCC2)cc1)c1ccccc1Cl	12	-3	-5	-1	22	-1	-5	16	-2	23	-4
13	COc1ccc(-c2nnc(SCC(=O)NCCc3ccccc3)o2)cc1	-3	3	5	-1	-19	5	-7	9	-2	4	-13
14	CC(=O)c1ccc(NC(=O)C(C)NCc2ccccc2Cl)cc1 (configuration not stated)	0	18	0	-2	-14	-4	0	-21	12	-5	-16
15	O=C(O)c1ccc(-c2noc(-c3ccccc3F)n2)cc1	5	2	2	-5	-61	-2	-13	-15	0	-49	-82
16	O=C(O)c1ccccc1C(c1ccc(O)cc1)c1ccc(O)cc1	1	15	1	0	21	0	-3	-6	-15	16	15
17	CC1(C)CCCN(Cc2c(O)ccc3c(=O)c(-c4nc5ccccc5s4)c(N)oc23)C1	3	1	1	4	-324	-2	-3	-12	-31	18	-51
18	CCC(CO)Oc1cc(NC(=O)c2ccccc2C)c2ncn(C(C)C)c2c1 (configuration not stated)	3	-3	nt	nt	4	6	-11	1	-19	16	-7
19	Cc1[nH]c2ccccc2c1/C=N/NC(=O)Nc1ccccc1	-9	-9	9	-15	-100	10	-4	-52	-3	-26	-123
20	Cc1cc(C)n(-c2nnc(Cl)c3ccccc23)n1	3	-3	-1	13	6	-4	-24	24	25	1	12
21	CCCC(=O)N(C)c1nnc(-c2ccc(OC)cc2)s1	-9	nt	2	-57	-236	-1	-2	-213	10	-12	-97
22	CC(Oc1cccc(Cl)c1)C(=O)Nc1cc(S(=O)(=O)N2CCCCC2)ccc1N1CCOCC1 (configuration not stated)	-6	6	0	22	16	-4	-6	23	31	27	-5
23	COc1ccc(CN2CCNC(=O)C2CC(=O)N(C)C2CCOCC2)c(F)c1 (configuration not stated)	8	nt	1	-1	12	5	-1	-11	-5	-8	-13
24	COc1ccc2oc(C(F)(F)C(F)(F)F)cc(=O)c2c1	-2	-5	-2	1	12	0	-4	12	7	-15	-11
25	Cc1ccc(NC(=O)Cc2ccc(-c3ccccc3)cc2)nc1	-23	nt	0	2	-9	-19	-7	9	27	11	66
26	COC(=O)c1cc(C(=O)OC)cc(N2C(=O)CC(NNC(=O)c3ccccc3Cl)C2=O)c1 (configuration not stated)	-12	-4	1	3	9	-16	-9	-12	18	-6	7
27	CCc1ccc2[nH]c(=O)c(C(c3nnnn3CCOC)N3CCN(c4ccccc4F)CC3)cc2c1 (configuration not stated)	-4	15	3	2	-37	0	-3	-1	2	25	-35
28	C=CC[C@H](CC(=O)OC(C)(C)C)C(=O)OC[C@H]1CCCN1C(=O)[C@H](CC=C)CC(=O)N(CCO)Cc1ccccc1	19	-3	nt	-1	6	1	-5	-2	10	14	4
29	O=C(CCc1nnc2ccc(NCc3ccccc3Cl)nn12)NC1CCCC1	-6	-6	0	5	11	3	-3	-20	5	-8	-14
30	CC(C)c1cc(C(=O)N/N=C/c2ccco2)n[nH]1	-5	43	-2	-41	-134	-16	0	-122	-6	-62	-18

Records above marked active in NR2E3 ag-2.
# | SMILES | Vif inh | NR2E3 ag-1 | MITF TRPM1 inh | HIF-2a block | PDI inh | CaV13 FRET inh | Peg3 promoter | CF NFkB inh | Shn3 3UTR inh | NR2E3 ag-2
5 | CCCCOC(=O)c1[nH]c2c(c1C)C(=O)CC(c1cc(OC)c(OC)c(OC)c1)C2 (configuration not stated) | -4 | 1 | nt | 8 | nt | -4 | 21 | 3 | 82* | 89*

Seven entries from above, set out differently.
4: COc1ccc(N2CCN(S(=O)(=O)c3ccc(-n4cnnn4)c(C)c3)CC2)cc1
9: N#CNC1=NCN(Cc2ccccc2)CN1
28: C=CC[C@H](CC(=O)OC(C)(C)C)C(=O)OC[C@H]1CCCN1C(=O)[C@H](CC=C)CC(=O)N(CCO)Cc1ccccc1
5: CCCCOC(=O)c1[nH]c2c(c1C)C(=O)CC(c1cc(OC)c(OC)c(OC)c1)C2 (configuration not stated)
6: CCOC(=O)c1oc2cc(O)cc(C)c2c(=O)c1-c1cscn1
21: CCCC(=O)N(C)c1nnc(-c2ccc(OC)cc2)s1
27: CCc1ccc2[nH]c(=O)c(C(c3nnnn3CCOC)N3CCN(c4ccccc4F)CC3)cc2c1 (configuration not stated)
Assay by compound	4	9	28	5	6	21	27
KKLEB tox	2	-1	19	-7	-4	-9	-4
Vif inh	-5	5	-3	-4	1	nt	15
NR2E3 ag-1	0	4	nt	1	4	2	3
MITF TRPM1 inh	-11	7	-1	nt	2	-57	2
HIF-2a block	7	14	6	8	-10	-236	-37
PDI inh	14	-5	1	nt	7	-1	0
CaV13 FRET inh	-3	-7	-5	-4	-1	-2	-3
Peg3 promoter	8	7	-2	21	-5	-213	-1
CF NFkB inh	-10	8	10	3	-12	10	2
Shn3 3UTR inh	-6	18	14	82*	-9	-12	25
NR2E3 ag-2	-18	-10	4	89*	-10	-97	-35

(list continues)
#	SMILES	KKLEB tox	Vif inh	NR2E3 ag-1	MITF TRPM1 inh	HIF-2a block	PDI inh	CaV13 FRET inh	Peg3 promoter	CF NFkB inh	Shn3 3UTR inh	NR2E3 ag-2
31	O=C(CN(Cc1ccc2c(c1)OCO2)C(=O)c1cnsn1)NC1CCCC1	10	5	0	-5	3	-1	-5	5	-14	5	-17
32	O=C(CCC(=O)Nc1nnc(C2CCCCC2)s1)NCc1cccs1	6	4	4	0	9	-12	-5	-9	2	-6	-7
33	O=C(Nc1nnc(-c2cccs2)o1)c1ccco1	-3	-2	3	-2	-17	-7	-6	-19	-9	-23	-8
34	COc1ccc(/C(C)=N/NC(=O)c2nnn(-c3nonc3N)c2CN(C)c2ccccc2)cc1	-8	6	-2	-6	2	0	-2	14	25	-4	-6
35	CC(=O)c1ccc(NC(=O)c2ccc(COc3ccccc3[N+](=O)[O-])o2)cc1	5	-14	-3	-7	3	1	-3	-19	-9	-2	7
36	COc1ccccc1CNc1nc(NC(C)C)nc2ccsc12	-14	-9	nt	nt	6	-4	-11	-2	-15	25	0
37	COc1ccccc1OCC(=O)NNC(=S)NC(=O)c1ccco1	10	11	2	8	13	-12	0	14	-12	9	19
38	Cc1cn([C@H]2C[C@H](O)[C@@H](CNC=O)O2)c(=O)[nH]c1=O	6	-1	nt	nt	12	-7	-5	4	-24	-5	-18
39	CCc1ccc(NC(=O)COC(=O)CCCC2=NS(=O)(=O)c3ccccc3N2)cc1	14	-7	-1	-6	2	6	-5	-4	-11	-10	17
40	CCC1(c2ccccc2)SC(N)=NC1=O (configuration not stated)	8	17	nt	-1	14	-5	-5	7	-16	-4	-22
41	COCCn1nnnc1C(c1ccc(OC)cc1OC)N1CCN(c2ccccc2)CC1 (configuration not stated)	6	1	-1	0	2	-2	-3	13	-4	-4	-12
42	COc1ccc2[nH]c(C(=O)NCc3ccccc3)cc2c1	-3	11	3	-2	-62	2	-5	-10	-7	11	28
43	COc1ccc(N=Cc2c[nH][nH]c2=O)cc1	-5	4	3	6	3	-2	6	4	-12	-19	9
44	CCCNC(=O)COC(=O)c1ccccc1C(=O)N(C)C1CCCCC1	8	-8	4	8	15	-5	10	13	-7	-4	-6
45	O=C(N/N=C/c1ccccc1OC(=O)N1CCOCC1)c1cccs1	-2	4	6	-9	5	3	-7	-8	6	4	-73
46	O=c1c2ccccc2oc2cc(OCc3cccc(F)c3)cc(O)c12	1	7	nt	-2	-6	-18	-7	-3	-24	-10	15
47	O=C(CSC1=NS(=O)(=O)c2cc(F)ccc2N1)NCc1ccccc1Cl	4	1	0	-4	-4	-7	-6	-16	2	-8	7
48	O=[N+]([O-])c1ccc(N2CCCCC2)c(Cl)c1N1CCCCC1	1	-8	2	9	6	1	-4	21	8	9	-8
49	Cc1c(OCC(=O)NCCCN2CCOCC2)ccc2c1oc(=O)c1ccccc12	-1	-3	-2	-11	-13	3	-3	0	-41	26	10
50	NC(=O)C1CCCN(C(=O)c2ccc(NC(=O)c3cccs3)cc2)C1 (configuration not stated)	-2	20	1	1	-5	5	-3	2	3	-5	6
51	CC1(C(=O)NS(=O)(=O)c2ccccc2Cl)CCN1C(=O)C1(c2ccc(Cl)cc2)CCC1 (configuration not stated)	4	8	nt	nt	5	1	-5	-19	3	4	-6
52	CCOC(=O)/C=C/C(=O)Nc1ccc(Oc2ccccc2)cc1	-5	9	-4	7	34	-2	7	54*	-35	2	-9
53	Cc1cc(C)c(S(=O)(=O)NCC(=O)NCc2ccccn2)c(C)c1	8	-12	1	2	19	6	-7	12	11	18	0

Entries by screen from above:
Peg3 promoter for entries 40–47, in order: 7, 13, -10, 4, 13, -8, -3, -16
Shn3 3UTR inh for entries 40–47, in order: -4, -4, 11, -19, -4, 4, -10, -8
